S100A4 MyoIIA: blocks human S100A4 binding to myosin IIA peptide. 360,000 compounds, 0.14% hits. P26447. S100A4/TAMRA-MyoIIA peptide fluorescence polarization. inhibition, % at 10.7 µM;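 active = mean inhibition of at least 70% across replicates, with every replicate also reaching that level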
Target sequence (P26447 whole entry, looked up): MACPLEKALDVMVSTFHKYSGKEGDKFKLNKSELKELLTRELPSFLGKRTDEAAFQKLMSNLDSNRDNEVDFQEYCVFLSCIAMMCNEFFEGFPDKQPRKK
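Test system – S100A4 monomer (human) · Compound – single-point compound testing · Schedule – 5 min incubation before reading · Probe or stimulus – TAMRA-labelled myosin IIA heavy-chain peptide probe, 5 nM · Benchmarks – neutral control DMSO, positive control TFP · Medium – Calcium-containing HEPES buffer, pH 7.2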
E-selectin induc: induces E-selectin expression in human endothelial cells; HUVEC E-selectin immunofluorescence imaging; normalized: neutral wells 0, TNF-alpha wells 100; activation, % at 7.58 µM; 260,000 compounds, 0.37% hits; AID 686992;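 active = mean E-selectin-positive cell signal at least 10% of the positive control, reached in at least 60% of replicates, without over 20% cell loss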;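 note: in these data hits start at about 27%; measured in HUVEC primary endothelial cells; signal is the percent of cells scored E-selectin positive by PE staining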
Target sequence (P16581 whole entry, looked up): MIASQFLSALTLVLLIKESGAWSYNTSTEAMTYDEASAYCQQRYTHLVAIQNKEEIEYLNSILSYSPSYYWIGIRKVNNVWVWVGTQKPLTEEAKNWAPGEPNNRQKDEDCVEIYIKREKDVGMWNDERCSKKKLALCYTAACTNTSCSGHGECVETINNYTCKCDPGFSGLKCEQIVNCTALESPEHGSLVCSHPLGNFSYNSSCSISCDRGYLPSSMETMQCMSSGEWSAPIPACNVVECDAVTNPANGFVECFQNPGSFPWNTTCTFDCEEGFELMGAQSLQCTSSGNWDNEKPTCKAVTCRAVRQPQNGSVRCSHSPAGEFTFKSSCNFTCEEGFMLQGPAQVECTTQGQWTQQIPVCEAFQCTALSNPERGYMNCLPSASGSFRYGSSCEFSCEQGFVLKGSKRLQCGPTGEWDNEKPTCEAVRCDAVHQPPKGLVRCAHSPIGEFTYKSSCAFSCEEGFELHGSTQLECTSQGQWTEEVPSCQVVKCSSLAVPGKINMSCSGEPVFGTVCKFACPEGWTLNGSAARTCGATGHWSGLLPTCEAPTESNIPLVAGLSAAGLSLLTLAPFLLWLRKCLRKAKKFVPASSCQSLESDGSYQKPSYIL
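System: HUVEC / Compound: single concentration / Signal: immunofluorescence imaging / Read-out: percent E-selectin-positive cells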
EWS-Fli inh: EWS/Fli transcriptional activity inhibition | 350,000 compounds, 0.67% hits | inhibition, % at 12.6 µM | A673 NR0B1-luciferase reporter, viability-normalised | AID 651661;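 active = mean inhibition of at least 50% after viability correction, with every replicate also passing that limit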;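 note: firefly luciferase signal divided by Alamar Blue viability fluorescence both relative to DMSO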
XiGFP reactiv: activators of X-chromosome reactivation in mouse fibroblasts; XiGFP mouse fibroblasts, % GFP-positive cells imaging, 3 d; cells co-treated with 5-aza-dC sensitizer; scaled so ellipticine positive control = 100%; activation, % at 7.58 µM; 360,000 compounds, 0.055% hits;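 active = mean normalized replicate activation at least 10% and every replicate at or above 10%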;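 note: 0% = median of on-plate neutral control wells and 100% = ellipticine 6 µM median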
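Material: XiGFP fibroblasts, SV40-immortalized. Buffer or medium: DMEM plus 5-aza-dC sensitizer. Compound: single concentration per compound, delivered by pin transfer. Times: 3 days compound exposure. Controls: ellipticine 6 µM.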
FN deposit inh: fibronectin deposition inhibition; AH1F fibroblasts, Alexa488-fibronectin deposition fluorescence, overnight; inhibition, % at 12.6 µM; 350,000 compounds, 0.086% hits; AID 743247;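 active = mean inhibition across replicates of 30% or more, regardless of how many single replicates reach that level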;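 note: positive control wells lacked labelled fibronectin entirely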
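Test system: AH1F fibroblast monolayer depositing Alexa488-labelled fibronectin into matrix. Input: 10000 cells per well. Technique: fluorescence, ex 485 nm, em 525 nm. Buffer or medium: DMEM plus 2% serum, read in PBS. Timing: 1 h cell adhesion before compound, then overnight fibronectin incubation. Compound: single dose, pinned. Read-out basis: inhibition from reduced deposited-fibronectin fluorescence.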
RAD52 anneal inh: blocks human RAD52 DNA annealing; recombinant RAD52 DNA annealing, FRET fluorescence; 360,000 compounds, 0.46% hits; inhibition, % at 18.7 µM; P43351; AID 651710;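 active = every replicate showing at least 50% inhibition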
RAD54 branch: RAD54 (human) branch migration inhibition; inhibition, % at 10.4 µM; Q92698; 360,000 compounds, 0.14% hits; RAD54 Holliday junction branch migration, FAM/BHQ fluorescence; AID 602329;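 active = mean normalized replicate activity at least 40 and at least half of replicates scoring 40 or more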;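 note: 0% = median of neutral control wells and 100% = median of positive control wells; inhibitors cause a drop in the FAM fluorescence signal; in these data hits start at about 50%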
esBAF inh: inhibitors of esBAF chromatin remodeling in mouse ES cells | Bmi1-luciferase knock-in reporter, 24 h; 100% = twice the neutral-well signal | reporter increase, % at 12.5 µM | 350,000 compounds, 2% hits | AID 602393; in the data active = activation above about 40%;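 note: 0% = median of the plate's neutral control wells and 100% = double that signal; a rise in the Bmi1 reporter signal indicates esBAF inhibition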
Active calls of the source: *; / = no result given.

SMILES	S100A4 MyoIIA	E-selectin induc	EWS-Fli inh	XiGFP reactiv	FN deposit inh	RAD52 anneal inh	RAD54 branch	esBAF inh
CCCNC(=O)N1CC2(C1)CN(C(=O)c1cccnc1)[C@H](CO)c1[nH]c3cc(OC)ccc3c12	15	0.4	14	0.4	/	-9	/	/
Cc1cc(C(=O)CCl)c(C)n1-c1cccc(S(=O)(=O)N2CCOCC2)c1	4	/	7	0.0	-1	-4	/	/
O=C(Nc1ccccc1Oc1cccnc1)C1CCCN(C/C=C/c2ccc(F)cc2)C1 (stereo unspecified)	3	-0.3	/	0.0	-1	-21	5	-7
CCCNS(=O)(=O)c1ccc(CCC(=O)N2CCCC2)cc1	1	/	-1	0.0	-15	-5	/	/
COc1ccc(N2CCN(c3cc(C(=O)Nc4cc(OC)c(OC)c(OC)c4)ncn3)CC2)cc1OC	-1	-0.1	4	0.0	-7	13	6	-7
O=C(c1ccc2c(c1)OCO2)C1CCCN(Cc2cccn2-c2cccnc2)C1 (stereo unspecified)	-35	-2.3	7	0.3	-6	-5	/	/
CCOc1ccc(N(CC(=O)NCCSCc2ccccc2)S(C)(=O)=O)cc1	1	0.3	-20	0.0	4	-2	3	-3
Cc1cc(/C=N/NC(=O)c2ccc(O)cc2)c(C)n1C1CC1	-5	/	-16	0.0	3	-12	8	-3
O=C(NNC(=O)c1ccccc1O)c1ccc(Cl)c(S(=O)(=O)N2CCCCC2)c1	2	4.5	11	0.1	-11	-7	-6	3
C[C@@H]1CN([C@@H](C)CO)C(=O)c2cccc(NS(C)(=O)=O)c2O[C@@H]1CN(C)Cc1ccc2c(c1)OCO2	-4	0.9	/	0.0	/	-6	4	-1
Nc1ccc(Oc2ccccc2-c2ccccc2)cc1	-1	-0.1	63*	0.1	0	-8	0	/
CC(=O)c1ccc(OC(=O)N2CCOCC2)cc1	2	/	-15	-0.1	3	-19	-14	12
CCC[C@H]1CC(=O)C=C(c2ccc(OC)cc2)ON1C(=O)OC(C)(C)C	-3	-0.2	15	0.3	-6	-2	-5	-1
COc1cc(CN2CCC(CCC(=O)NC3CC3)CC2)cc(Cl)c1OC	-2	1.7	12	0.0	0	-83	-4	-1
O=C(c1cnccn1)N1CC(=O)N2[C@H](CO)[C@@H](c3ccc(C#CCC4CCCC4)cc3)[C@H]2C1	26	-0.3	-4	-0.1	/	-15	/	/
O=C(COC(=O)C1(c2ccccc2)CCCC1)N1CCNC1=O	-8	-0.5	-7	0.3	-4	1	1	-6
CCCNC(=O)c1nn2c(C(F)(F)F)cc(-c3ccccc3)nc2c1Br	7	/	12	-0.2	2	-72	-12	-10
Cc1cccc(NC(=O)c2cnn(-c3ccccc3)c2C)c1C	-5	/	-61	0.0	-1	-11	-4	63*
COc1cccc(-n2c(Cn3nc(C(F)F)cc3C(F)F)n[nH]c2=S)c1	0	/	0	0.0	2	-7	/	/
NC(=O)c1ccccc1NC(=O)CN1CCN(Cc2ccccc2)CC1	-11	/	-2	-0.1	-3	-7	-4	7
Cc1cccc(NC(=S)NCc2ccccc2)c1C	-15	/	-14	0.0	-5	-6	-1	-2
CC(C)C#Cc1cnc2c(c1)C(=O)N([C@H](C)CO)C[C@H](C)[C@@H](CN(C)Cc1cccc(F)c1)O2	-3	0.0	6	-0.3	-5	8	-7	2
Cc1cccn2c(=O)c(C=O)c(Sc3ncccn3)nc12	-2	7.2	7	0.0	-3	-6	/	/
COc1ccc(C(CNC(=O)c2ccc(C)c(S(=O)(=O)N3CCCCC3)c2)N(C)C)cc1OC (stereo unspecified)	3	6.4	-9	0.0	-8	-6	/	1
Nc1nc(SCC(=O)c2c(N)n(Cc3ccccc3)c(=O)[nH]c2=O)n[nH]1	-6	/	9	-0.1	10	-5	/	/
CCOC(=O)Nc1ccc(NC(=O)c2ccccc2F)cc1	-3	0.5	-49	0.2	-10	-9	/	/
O=C(CSc1nnc(-c2ccncc2)o1)N1CCc2ccccc2C1	5	-0.9	-1	-0.2	0	-3	6	-5
CC12C(=O)N(c3cccc4cccnc34)C(=O)C1C1C=CC2C1 (stereo unspecified)	-2	/	-1	0.2	-7	-6	2	-3
O=C1c2ccccc2C(c2nnnn2-c2ccc3c(c2)OCCO3)N1CCc1ccc(O)cc1 (stereo unspecified)	-1	-0.2	-11	0.0	-1	-5	/	/
CCOc1ccc(/C=C2\SC(=S)N(CCC(=O)Nc3cccc(C(=O)O)c3)C2=O)cc1	0	0.0	-42	0.1	1	-13	1	-22
Cc1csc(=O)n1CC(=O)OCC(=O)Nc1ccc(F)c(F)c1F	1	-0.2	11	0.0	-1	27	3	-4
CC(C)[C@H](NC(=O)[C@@H]1Cc2ccccc2CN1C(=O)OC(C)(C)C)C(=O)NCc1ccco1	18	7.8	4	0.1	-1	-4	3	-8
O=C(C[C@@H]1CC[C@@H](NC(=O)CC2CC2)[C@H](CO)O1)NCc1ccc(-c2ccccc2)cc1	5	-0.2	5	0.5	9	-5	4	2
COCc1cn(CC[C@H]2CC[C@H](NC(=O)Nc3ccc(F)cc3)[C@@H](CO)O2)nn1	2	-0.7	0	0.2	/	3	-7	-1
CCC(=O)Nc1ccc2c(c1)OC[C@H](C)N(Cc1nccs1)C[C@@H](C)[C@@H](OC)CN(C)C2=O	1	-0.2	7	0.1	3	0	-5	0
COc1ccc2c3c(n(C)c2c1)[C@@H](CO)N(C(=O)CC1CC1)CC31CCN(C(=O)C2CCCC2)CC1	1	-0.1	-3	0.4	/	1	/	/
CNS(=O)(=O)c1ccc2c(c1)[nH]c(=S)n2C	82*	0.2	0	0.4	-4	-215	-1	0
Cc1cc(C)c(C(=O)/C=C/c2cccs2)c(=O)[nH]1	9	-0.1	-9	0.0	1	-88	/	/
O=C(c1ccco1)N1CCN(Cc2cn[nH]c2-c2cccc3ccccc23)CC1	-3	-0.1	3	-0.1	3	-9	/	4
O=C(CCN1CCCCC1)N[C@@H]1CC[C@@H](CCNS(=O)(=O)c2ccccc2)O[C@@H]1CO	23	-2.1	-3	0.1	/	-2	4	0
C=C1CCN([C@H](C(=O)NCc2ccccc2)C(C)C)S(=O)(=O)c2ccccc21	-5	-0.1	-18	0.0	-9	0	2	-11
NNC(=O)COc1cccc(Oc2ccccc2)c1	-5	-2.7	-7	0.1	2	-7	/	/
COc1cccc2cc(C(=O)C3=C(O)C(=O)N(CCN(C)C)C3c3ccc(Cl)cc3)oc12 (stereo unspecified)	-1	0.2	5	-0.1	7	-5	/	1
COc1ccc2c(/C=C/c3cc[n+](C)cc3)c[nH]c2c1	-43	/	33	2.8	-9	-121	-8	-8
CN(C)CCN1C(=O)C(=O)/C(=C(/O)c2ccc(S(=O)(=O)N3CCOCC3)cc2)C1c1ccccc1 (stereo unspecified)	-4	/	10	/	/	-3	-2	-2
CCOc1ccc(Cn2c3ccc(OC)cc3c3nc4ccccc4nc32)cc1OC	7	/	2	3.4	/	-172	/	/
Cc1nnc(SCC(=O)NNC(=O)c2ccc(Cl)cc2)n1CC1CCCO1 (stereo unspecified)	0	/	3	0.1	/	5	/	/
Cc1ccc(S(=O)(=O)Nc2ccc3c(c2)C(=O)N([C@H](C)CO)C[C@@H](C)[C@H](CN(C)C(=O)NC2CCCCC2)OCCCC[C@H](C)O3)cc1	-15	0.1	-18	0.1	/	31	-6	-13
CCOc1ccc(-n2ccc(=O)c(C(=O)Nc3ccc(S(=O)(=O)N4CCOCC4)cc3)n2)cc1	-6	-0.1	/	0.1	-8	-10	-3	1
CC(C)CCN1CCN(Cc2nc(-c3ccc(F)cc3)cs2)CC1CCO (stereo unspecified)	6	2.0	2	0.4	-5	-18	/	/
C[C@H](CO)N1C[C@H](C)[C@@H](CN(C)Cc2ccncc2)Oc2ccc(NC(=O)CCC(F)(F)F)cc2CC1=O	8	-5.3	/	0.2	/	-8	-1	-3
CCOc1ccc(N2C(=O)/C(=C/c3ccc(C)o3)N(C)C2=S)cc1	10	0.1	/	0.2	-10	-47	1	/
C[C@H]1CN([C@@H](C)CO)C(=O)c2cc(N(C)C)ccc2O[C@H]1CN(C)S(=O)(=O)c1ccccc1	-5	3.1	-1	0.2	/	8	-6	-8
CCC(=O)Nc1ccc2c(c1)OC[C@@H](C)N(C(=O)CN(C)C)C[C@H](C)[C@@H](OC)CN(C)C2=O	0	0.0	3	0.2	11	9	-4	-2
CCN1C(=O)N2C[C@H]3CON(C)[C@H]3C[C@H]2c2ccccc21	3	1.3	-7	/	5	-10	-4	-5
CC(C)CC1c2[nH]c3ccccc3c2CCN1C(=O)C1CCOCC1 (stereo unspecified)	-1	/	20	0.1	-3	-11	/	-5
C[C@@H]1CCCCO[C@H](CN(C)Cc2ccccc2)[C@H](C)CN([C@@H](C)CO)C(=O)c2cc(NC(=O)c3ccncc3)ccc2O1	-3	0.4	/	0.2	-6	7	0	3
CS(=O)(=O)N(CC(=O)N1CCC(C(N)=O)CC1)Cc1ccc(Cl)c(Cl)c1	-3	/	4	0.2	-4	-3	-18	-6

Filtered by structure: those above with fluorine (9)
SMILES	S100A4 MyoIIA	E-selectin induc	EWS-Fli inh	XiGFP reactiv	FN deposit inh	RAD52 anneal inh	RAD54 branch	esBAF inh
O=C(Nc1ccccc1Oc1cccnc1)C1CCCN(C/C=C/c2ccc(F)cc2)C1 (stereo unspecified)	3	-0.3	/	0.0	-1	-21	5	-7
CCCNC(=O)c1nn2c(C(F)(F)F)cc(-c3ccccc3)nc2c1Br	7	/	12	-0.2	2	-72	-12	-10
COc1cccc(-n2c(Cn3nc(C(F)F)cc3C(F)F)n[nH]c2=S)c1	0	/	0	0.0	2	-7	/	/
CC(C)C#Cc1cnc2c(c1)C(=O)N([C@H](C)CO)C[C@H](C)[C@@H](CN(C)Cc1cccc(F)c1)O2	-3	0.0	6	-0.3	-5	8	-7	2
CCOC(=O)Nc1ccc(NC(=O)c2ccccc2F)cc1	-3	0.5	-49	0.2	-10	-9	/	/
Cc1csc(=O)n1CC(=O)OCC(=O)Nc1ccc(F)c(F)c1F	1	-0.2	11	0.0	-1	27	3	-4
COCc1cn(CC[C@H]2CC[C@H](NC(=O)Nc3ccc(F)cc3)[C@@H](CO)O2)nn1	2	-0.7	0	0.2	/	3	-7	-1
CC(C)CCN1CCN(Cc2nc(-c3ccc(F)cc3)cs2)CC1CCO (stereo unspecified)	6	2.0	2	0.4	-5	-18	/	/
C[C@H](CO)N1C[C@H](C)[C@@H](CN(C)Cc2ccncc2)Oc2ccc(NC(=O)CCC(F)(F)F)cc2CC1=O	8	-5.3	/	0.2	/	-8	-1	-3

From PubChem BioAssay
